Source: PubChem BioAssay
HTRA1 inhibitor – blocks human HTRA1 serine peptidase | Q92743 | recombinant HTRA1, FP-rhodamine activity-based probe, fluorescence polarization | inhibition, % at 5.96 µM | 340,000 compounds, 0.5% hits; in the data active = inhibition above about 36%;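 note: 0% = enzyme with DMSO and 100% = wells lacking enzyme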
rCAG binder – molecules binding r(CAG) RNA repeats. r(CAG) RNA repeat, TO-PRO-1 dye displacement fluorescence. inhibition, % at 3 µM. 370,000 compounds, 1.3% hits;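 active = inhibition above the plate cutoff, the mean of all test compounds on that plate plus 3 SD, cut at about 35% in these data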;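 note: 0% = DMSO alone and 100% = 100 µM mitoxantrone as full dye displacement; higher means more dye released from RNA so lower well fluorescence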
SIAE inh – inhibitors of human sialic acid acetylesterase SIAE | 370,000 compounds, 0.69% hits | SIAE FP-Rh probe binding, fluorescence polarization | Q9HAT2 | inhibition, % at 9.66 µM;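 active = inhibition above a cutoff: mean of compounds within the control limits plus 3 SD of those, cut at about 17% in these data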;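 note: 0% = plate median of compound wells and 100% = probe without SIAE protein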
Target sequence (Q9HAT2 whole entry, looked up): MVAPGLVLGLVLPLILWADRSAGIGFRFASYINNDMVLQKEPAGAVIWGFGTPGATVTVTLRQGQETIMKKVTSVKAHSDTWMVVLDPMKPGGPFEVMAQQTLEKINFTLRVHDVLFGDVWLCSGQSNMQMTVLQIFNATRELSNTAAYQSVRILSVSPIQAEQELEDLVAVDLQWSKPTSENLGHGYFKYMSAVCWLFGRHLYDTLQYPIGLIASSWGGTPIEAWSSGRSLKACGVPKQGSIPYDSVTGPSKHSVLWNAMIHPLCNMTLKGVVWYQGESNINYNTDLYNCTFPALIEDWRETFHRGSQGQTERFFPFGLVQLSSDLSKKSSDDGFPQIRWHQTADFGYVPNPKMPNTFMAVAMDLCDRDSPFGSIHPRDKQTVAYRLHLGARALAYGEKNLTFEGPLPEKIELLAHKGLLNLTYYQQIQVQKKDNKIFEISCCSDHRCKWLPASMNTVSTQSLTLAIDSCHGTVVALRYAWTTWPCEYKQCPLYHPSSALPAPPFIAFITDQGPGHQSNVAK
MBD2 inh – MBD2-methylated oligo binding inhibition. Q9UBB5. TR-FRET, MBD2 binding to methylated oligonucleotide. inhibition, % at 4.4 µM. 370,000 compounds, 0.31% hits. AID 686964; in the data active = inhibition above about 13%
mABHD4 FP – ABHD4 (mouse) inhibition, primary FP screen; purified mABHD4, FP-Rh probe fluorescence polarization; inhibition, % at 8.92 µM; 370,000 compounds, 0.54% hits; AID 720543;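 active = inhibition exceeding the mean over every tested compound plus 3 SD, cut at about 30% in these data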;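 note: 0% = plate median of compound wells and 100% = S159A mutant with DMSO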
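assay system = mABHD4 protein | compound dosing = single nominal dose of 8.92 µM, 0.89% DMSO final | read-out basis = percent inhibition of probe binding, normalized to plate controls | schedule = Enzyme–compound pre-incubation 45 min, then probe 60 min, both 25 °C | detection = fluorescence polarization, excitation 525 nm, emission 598 nm, BODIPY TMR filters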
TCR-CD3 inh – inhibitors of human TCR-CD3 interaction; TAMRA-labeled TCR probe fluorescence, biochemical; inhibition, % at 9.4 µM; 360,000 compounds, 0.37% hits; AID 651800; in the data active = inhibition above about 19%;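 note: recombinant mutant TCR 2C K166C tagged with TAMRA read by polarization; 0% = receptor in buffer alone and 100% = receptor with positive control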
NPR2 activator – GC-B (human) receptor activation; P20594; HEK293-GC-B cells, CNP EC30, cGMP TR-FRET; 0% at EC30 CNP, 100% saturating CNP; activation, % at 10 µM; 370,000 compounds, 0.11% hits;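 active = activation at 10 µM reaching about 35% in either raw or pattern-adjusted values, limit read from the data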
NPR1 activator – GC-A (human) enzyme activation; P16066; HEK293 GC-A cells, cGMP TR-FRET, EC30 ANP; 0% at EC30 ANP, 100% saturating ANP; activation, % at 10 µM; 370,000 compounds, 0.14% hits; AID 1671463; in the data active = activation above about 40%
PRMT1 FP inh – blocks human protein arginine methyltransferase 1 | AID 652257 | recombinant PRMT1, activity-based probe fluorescence polarization | 370,000 compounds, 1.3% hits | inhibition, % at 2.79 µM;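 active = inhibition above about 21% made by adding two undisclosed values, limit read from the data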
Target sequence (Q99873 whole entry, looked up): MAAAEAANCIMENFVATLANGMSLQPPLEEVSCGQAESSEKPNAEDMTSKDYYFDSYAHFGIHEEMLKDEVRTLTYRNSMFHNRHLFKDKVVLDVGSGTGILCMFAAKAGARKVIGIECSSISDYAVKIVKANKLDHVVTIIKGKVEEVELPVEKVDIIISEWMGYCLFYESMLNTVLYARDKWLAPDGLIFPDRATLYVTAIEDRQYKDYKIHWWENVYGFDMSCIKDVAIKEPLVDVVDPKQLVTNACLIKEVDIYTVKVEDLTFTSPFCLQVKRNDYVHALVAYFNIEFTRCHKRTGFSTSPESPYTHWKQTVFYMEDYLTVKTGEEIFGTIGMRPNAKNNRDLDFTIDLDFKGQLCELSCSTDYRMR
UHRF1 binding – human UHRF1 methylated DNA binding inhibitors; 370,000 compounds, 0.75% hits; UHRF1 binding to methylated oligo, TR-FRET; AID 687016; inhibition, % at 4.4 µM; in the data active = inhibition above about 21%;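 note: UHRF1 SRA domain binding a hemimethylated CpG hairpin DNA probe; 0% = median of test compound wells and 100% = reference inhibitor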
The depositor's hits bear a star; nt = not tested or not shown. This is a subset; the hit share may differ from the screen's.

SMILES	HTRA1 inhibitor	rCAG binder	SIAE inh	MBD2 inh	mABHD4 FP	TCR-CD3 inh	NPR2 activator	NPR1 activator	PRMT1 FP inh	UHRF1 binding
CC(=O)Nc1cccc(-c2cc(NC(C)=O)c3ncc(-c4ccccc4)n3c2)c1	nt	7	-10	-5	-12	0	6	7	-4	-4
CCN(CC)c1ccc2nc3ccc(N)cc3[n+](-c3ccccc3)c2c1	22	3	-11	-10	11	124*	-14	-18	26*	-11
COC(=O)Cc1c(C)nc2nc(NCc3ccccc3OC)[nH]n2c1=O	10	1	-7	-2	6	-1	3	3	1	2
CCC(=O)Nc1nc(=S)ss1	2	-2	2	2	6	-1	12	5	-1	10
CCOC(=O)CC(NC(=O)Cn1nnc(-c2ccccc2F)n1)c1ccc(OC)cc1 (stereo unspecified)	4	-1	-4	-1	-1	-6	0	2	1	-3
CN(C)CCCNc1nc2sc3c(c2c(=O)n1CCc1ccccc1)CCCCC3	25	1	4	2	12	1	-10	-3	-6	2
O=C(CCC(=O)OCc1ccc([N+](=O)[O-])cc1Cl)Nc1ccccc1	12	-1	5	0	1	-12	-2	1	1	-2
N#Cc1nc(N2CCOCC2)nc(N2CCOCC2)n1	1	-4	7	-1	-4	6	-2	3	-2	-1
COc1cc(/C=N/Nc2nn3cnnc3c3ccccc23)ccc1O	4	-1	-7	-3	0	-2	-4	0	-3	-2
CCOC(=O)CNC(=O)C12CC3CC(C1)CC(c1ccc(C)cc1)(C3)C2	2	-2	-4	3	0	6	-9	-1	2	-2

The final four entries of the part before are carried over, then new ones follow.
SMILES	HTRA1 inhibitor	rCAG binder	SIAE inh	MBD2 inh	mABHD4 FP	TCR-CD3 inh	NPR2 activator	NPR1 activator	PRMT1 FP inh	UHRF1 binding
O=C(CCC(=O)OCc1ccc([N+](=O)[O-])cc1Cl)Nc1ccccc1	12	-1	5	0	1	-12	-2	1	1	-2
N#Cc1nc(N2CCOCC2)nc(N2CCOCC2)n1	1	-4	7	-1	-4	6	-2	3	-2	-1
COc1cc(/C=N/Nc2nn3cnnc3c3ccccc23)ccc1O	4	-1	-7	-3	0	-2	-4	0	-3	-2
CCOC(=O)CNC(=O)C12CC3CC(C1)CC(c1ccc(C)cc1)(C3)C2	2	-2	-4	3	0	6	-9	-1	2	-2
CC1CN=C2C(C(=O)Nc3ccccc3)=C(O)CC(c3ccccc3)N21 (stereo unspecified)	-8	-6	-10	-3	-10	-2	-7	2	-5	0
CC1(C)CC(NS(=O)(=O)OCC(Cl)(Cl)Cl)c2cc(C#N)ccc2O1 (stereo unspecified)	-8	3	-1	0	-5	2	-1	2	-2	1
COCC(=O)N/N=C/c1c(C)[nH]n(-c2ccccc2)c1=O	nt	0	4	-4	-3	-2	2	0	0	-7
CC(=O)N1CCN(C(=O)c2ccc(S(=O)(=O)Nc3ccccc3Cl)cc2)CC1	0	-1	2	4	3	0	-1	0	2	4
O=C(CSc1nnc(C2CC2)n1-c1ccccc1)Nc1ccc(N2CCOCC2)cc1	7	-4	4	2	2	-3	4	1	0	1
O=c1cc(CN(Cc2ccccc2)Cc2ccccc2)c2ccccc2o1	nt	6	-7	3	-11	-2	-6	-5	0	-1
O=C(Oc1ccc(C(=S)N2CCOCC2)cc1)c1ccccc1[N+](=O)[O-]	7	-2	-2	2	1	4	0	1	2	2
O=C1C2CCCN2C(=O)N1CCCN1CCN(c2cccc(Cl)c2)CC1 (stereo unspecified)	6	-8	-4	2	14	-5	3	5	2	0
Nc1c(N(CCO)C(=O)/C=C/c2ccco2)c(=O)[nH]c(=O)n1Cc1ccccc1	-5	3	-1	-3	6	1	5	10	4	-3
Cc1cc(NC(=O)c2cccc(S(=O)(=O)N3CCC(C)CC3)c2)no1	-14	-5	-2	-2	-1	13	1	1	-1	-2
CCCCSc1n[nH]c(N)n1	-4	1	3	-2	-1	2	0	-1	-1	-1
O=C1NC(Cc2ccccc2)c2nc3ccc(F)cc3c(=O)n2-c2cc(Cl)ccc21 (stereo unspecified)	nt	6	-2	-2	-28	-5	7	-4	0	11
Nn1c(SCC(=O)N2CCOCC2)nnc1-c1cc(-c2ccc(F)cc2)n[nH]1	nt	2	0	-3	0	nt	-10	4	-2	-3
CC(C)(OC(=O)c1ccc(C(F)(F)F)cc1)c1cc2ccccc2c(=O)o1	-24	-4	1	-2	-6	1	6	0	-1	1
O=C(O)CCc1ccc(-c2cccs2)n1-c1ccc(C(=O)O)cc1	-4	6	2	-2	0	-5	-4	-2	37*	5
CC1CCCCC12NC(=O)N(CC(=O)N1CCN(S(=O)(=O)c3cccs3)CC1)C2=O (stereo unspecified)	-2	-2	-11	6	-9	-14	3	6	5	5
COC(=O)c1ccc(NC(=O)C2CC(=O)OC2c2ccccc2)cc1 (stereo unspecified)	-7	1	-7	-1	-4	4	4	-4	-6	2
O=C(NCCCn1ccnc1)c1cc2ccccc2oc1=O	-2	-2	-5	-2	8	7	-2	2	-2	1
Cc1ccc(C(=O)CSc2nc(C)cc(=O)[nH]2)cc1	2	0	6	-8	4	4	2	-1	4	-1
CCn1cc(/C=N\NC(=O)Cc2ccc(Cl)cc2)cn1	-2	-1	-2	4	0	1	3	4	-2	-5

Arranged by value in NPR1 activator (descending): some entries from above
| SMILES | NPR1 activator |
| --- | --- |
| Nn1c(SCC(=O)N2CCOCC2)nnc1-c1cc(-c2ccc(F)cc2)n[nH]1 | 4 |
| Cc1ccc(C(=O)CSc2nc(C)cc(=O)[nH]2)cc1 | -1 |
| O=C(O)CCc1ccc(-c2cccs2)n1-c1ccc(C(=O)O)cc1 | -2 |

Continued.
SMILES	HTRA1 inhibitor	rCAG binder	SIAE inh	MBD2 inh	mABHD4 FP	TCR-CD3 inh	NPR2 activator	NPR1 activator	PRMT1 FP inh	UHRF1 binding
NC(=O)c1cc(C(=O)c2ccccc2Cl)c[nH]1	2	-2	6	1	-5	-10	-1	1	-2	4
O=C(NC1CCCC1)C1C(c2ccccc2)=Nc2ccccc2N1C(=O)c1cc(Cl)cc(Cl)c1 (stereo unspecified)	nt	4	-2	-3	2	6	-7	-5	-5	4
O=C(CSC1=NCCS1)NCc1ccco1	-5	2	1	3	-6	-3	4	1	12	2
C(=C\c1ccccc1)/CNn1cnnc1	8	0	-1	-4	6	5	2	-3	-1	0
Cc1sc2c(c1C)C(=O)/C(=C\Nc1ccccn1)S(=O)(=O)N2C	-1	2	-3	6	-3	2	-3	2	3	4
CSc1ncccc1C(=O)OCc1ccccc1Cl	-4	-2	4	3	-8	0	-2	0	-1	0
O=C(O)C1CSC2c3ccccc3C(=O)N12 (stereo unspecified)	2	0	-8	9	-7	-5	4	1	10	7
Cc1ccc(S(=O)(=O)NCc2nc3ccccc3[nH]2)cc1	-3	1	-1	4	0	1	6	4	2	-1
CC(C)=CCC/C(C)=C/C(N)=O	-3	2	5	-4	-4	4	5	0	1	-1
O=C(CCSCc1ccccc1F)NCc1ccc(F)cc1	3	-6	0	-4	-6	-1	0	-1	-1	1
Cc1nc(SCC(=O)N2CCC(Cc3ccccc3)CC2)[nH]c(=O)c1C	-4	-1	-2	4	-3	-3	-1	3	-4	3
O=C(CN(c1ccccc1Cl)S(=O)(=O)c1ccccc1)N/N=C/c1ccccc1C(=O)O	-14	32	-6	5	1	2	-1	-3	0	-1
CC(C)CNS(=O)(=O)c1ccc(CCC(=O)O)cc1	-6	2	2	1	-1	1	6	-2	-2	-2
Nc1sc(-c2ccccc2)n[n+]1Cc1cccc2cccnc12	-13	-1	-1	-6	-3	5	-8	-4	-6	1
Cc1occc1-c1nnc(SCc2nnc(-c3ccc(Cl)cc3)o2)n1C	1	-4	-7	-3	-1	1	-4	-3	2	0
CCOc1ccc2nc(NC(=O)C3CCCN(S(=O)(=O)c4cccc5nonc45)C3)sc2c1 (stereo unspecified)	1	2	-10	-3	3	1	-6	-3	0	-1
O=C(C(Cc1ccccc1)n1cccc1)N1CCN(c2cccc(Cl)c2)CC1 (stereo unspecified)	-27	3	-5	3	-12	0	-2	-5	-4	3
Cc1ccc2oc(=O)c3cnn(CC(=O)NCCCOC(C)C)c3c2c1	2	2	-4	0	3	4	1	-2	4	-2
O=C(NCCCCCCNC(=O)C1CCCC1)C1CCCC1	7	0	2	-3	1	11	8	-2	-2	0
O=c1c2ccccc2nc2n1CCC2O (stereo unspecified)	-1	2	-15	0	-13	10	4	2	-4	0
CC(C)c1ccc(NC(=O)C2C3C=CC(CC3)C2C(=O)O)cc1 (stereo unspecified)	10	-4	2	-2	4	-2	-4	3	-1	4
CC1(C(=O)Nc2ccc(S(=O)(=O)Nc3ncccn3)cc2)CCCC1	6	0	-3	2	1	-1	4	-1	-2	0
Cn1c(C2=C(O)CN(c3ccc4c(c3)OCCO4)C2=N)nc2ccccc21	11	-5	2	-2	4	-3	2	5	-1	0
COc1ccc(C2NC(=S)N(c3ccccc3)C(C)=C2C(=O)Nc2ccccc2)cc1 (stereo unspecified)	-11	4	7	1	-7	-1	4	-19	-5	-2
O=C(NCCN1CCc2ccccc2C1)C1CCN(S(=O)(=O)N2CCCCC2)CC1	6	-8	3	2	3	-2	4	-1	-5	-4
COc1ccccc1/C=C\C=N\NC(=O)CCn1nnc2ccccc21	-5	4	-2	-8	-3	4	7	8	-2	1
O=C(Nc1ccc2c(c1)OCCO2)C1CCN(c2ncccn2)CC1	-4	1	0	-4	1	12	3	-4	1	-2
N/C(=N\N=C\c1ccc(O)cc1)c1nonc1N	-1	2	-9	2	-7	8	-5	2	-3	-1
Cc1cc(OCC(=O)NCCCN2CCOCC2)c2c(C)c(C)c(=O)oc2c1	9	-4	8	4	6	6	2	1	-3	-4
Cc1ccc(S(=O)(=O)N2CCCCC2)cc1NC(=O)c1ccncc1	-7	-2	2	-6	-3	3	2	0	0	13
COc1ccc(CN2C(=NC(=O)c3ccccc3)SC3CS(=O)(=O)CC32)cc1OC (stereo unspecified)	0	-2	-6	3	-5	-4	-7	-1	-4	-23
O=C(COC(=O)c1cccnc1Cl)c1ccc(OC(F)F)cc1	-2	6	5	0	-1	-2	-2	5	0	2
CCC1C(=O)CC(c2ccccc2)NC1c1ccccc1 (stereo unspecified)	0	-7	6	1	-6	3	-2	5	-9	1
CC(C)CC1NC(=O)c2cc3ccccc3cc2-n2c1nc1cc(Cl)ccc1c2=O (stereo unspecified)	-24	4	-26	-1	-4	-3	1	-5	4	-1
COc1ccc(-c2nnc(SCc3c(C)noc3C)n2N)cc1OC	-1	0	-2	4	-9	6	1	4	2	-1
COc1ccc(OCCCC(=O)OC(C)C(=O)Nc2ccc(NC(C)=O)cc2)cc1 (stereo unspecified)	17	-5	-2	2	-2	6	-3	1	0	-2
NC(=O)COC(=O)/C=C/c1ccc(S(=O)(=O)N2CCCCCC2)cc1	0	-3	-9	7	-10	-3	-5	7	11	4
CC(=O)N1CCc2cc(S(=O)(=O)NC3CCN(C(=O)OCc4ccccc4)CC3)ccc21	nt	1	0	2	1	nt	-9	4	-2	-2
CC(=O)Oc1ccc(-c2nc3c(C)cccc3c(=O)o2)cc1	-6	1	0	-4	-4	6	-3	3	-1	-1
Cc1cc(OC(C)C(=O)NNC(=O)Nc2ccc(F)cc2F)cc(C)c1Cl (stereo unspecified)	-16	1	-1	-6	-1	-3	2	1	-2	-1
Nc1nonc1C(=O)NCCNC(=O)c1cccc(Cl)c1	-5	2	4	-5	8	-1	-4	1	-4	-1
